Screening results (PubChem)
hgDAF-12 ag – hgDAF-12 agonism, primary luciferase screen; HEK293 GAL4-hgDAF12 UAS-luciferase reporter, agonist luminescence; normalized to butyrate control; activation, % at 6.8 µM; hit rate 1.8% among 370,000;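 active = activation above a cutoff set at the mean of all screened compounds plus 3 SD, cut at about 10% in these data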;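 note: 0% = DMSO wells and 100% = sodium butyrate wells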
hcDAF12 agonist – activators of H. contortus DAF-12 nuclear receptor; HEK293 hcDAF-12 lit1-tk-luc reporter, luminescence; 0% DMSO, 100% Δ7-dafachronic acid; activation, % at 6.8 µM; hit rate 1.4% among 370,000; AID 652067;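 active = activation above the mean of all tested compounds plus 3 SD, cut at about 5.5% in these data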;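 note: 100% = response to 3 µM Δ7-dafachronic acid high control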
ssDAF12 agonist – activators of S. stercoralis DAF-12 nuclear receptor. HEK293 ssDAF-12/GRIP1 lit1-tk-luc reporter, luminescence; % of 3 µM dafachronic acid response. activation, % at 6.8 µM. hit rate 1% among 370,000. AID 652126;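 active = activation above the mean over all tested compounds plus 3 SD, cut at about 0.9% in these data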;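 note: 0% = DMSO-only wells and 100% = 3 µM delta7-dafachronic acid wells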
SMARCA2 act – increases SMARCA2 function in MMTV reporter cells. MG213 cells, MMTV-luciferase reporter, dexamethasone, overnight. activation, % at 9.1 µM. hit rate 1% among 370,000; in the data active = activation above about 7.8%;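 note: 0% = vehicle wells and 100% = reference activator wells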
DAX1 inh-1 – inhibits human nuclear receptor DAX1. P51843. HEK293 Gal4-DAX1 luciferase reporter, luminescence. inhibition, % at 6.75 µM. hit rate 0.99% among 340,000. AID 504766;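 active = inhibition above the mean over all tested compounds plus 3 SD, cut at about 4.2% in these data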;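 note: 0% = DAX1-transfected cells with DMSO and 100% = empty-vector control cells with DMSO; inhibition shows as a rise in luminescence from relieved DAX1 repression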
ADAM17 inh – inhibitors of human ADAM17 | inhibition, % at 6.95 µM | recombinant ADAM17, EDANS/DABCYL FRET peptide cleavage | hit rate 0.83% among 370,000 | AID 720648;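 active = inhibition above the mean of compounds lying between control limits plus 3 SD, set per campaign, cut at about 8.5% in these data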;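 note: 0% = DMSO-only wells as the low control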
PG9 binder – small molecules binding HIV-1 gp120 antibody PG9; TR-FRET gp120-PG9 antibody binding; inhibition, % at 6.7 µM; hit rate 0.43% among 360,000; AID 624416; in the data active = inhibition above about 8.5%
GC-A act – GC-A (human) enzyme activation; P16066; HEK293 GC-A cells, cGMP TR-FRET, EC30 ANP; 0% at EC30 ANP, 100% saturating ANP; activation, % at 10 µM; hit rate 0.14% among 370,000; in the data active = activation above about 40%
Target sequence (P16066 whole entry, looked up): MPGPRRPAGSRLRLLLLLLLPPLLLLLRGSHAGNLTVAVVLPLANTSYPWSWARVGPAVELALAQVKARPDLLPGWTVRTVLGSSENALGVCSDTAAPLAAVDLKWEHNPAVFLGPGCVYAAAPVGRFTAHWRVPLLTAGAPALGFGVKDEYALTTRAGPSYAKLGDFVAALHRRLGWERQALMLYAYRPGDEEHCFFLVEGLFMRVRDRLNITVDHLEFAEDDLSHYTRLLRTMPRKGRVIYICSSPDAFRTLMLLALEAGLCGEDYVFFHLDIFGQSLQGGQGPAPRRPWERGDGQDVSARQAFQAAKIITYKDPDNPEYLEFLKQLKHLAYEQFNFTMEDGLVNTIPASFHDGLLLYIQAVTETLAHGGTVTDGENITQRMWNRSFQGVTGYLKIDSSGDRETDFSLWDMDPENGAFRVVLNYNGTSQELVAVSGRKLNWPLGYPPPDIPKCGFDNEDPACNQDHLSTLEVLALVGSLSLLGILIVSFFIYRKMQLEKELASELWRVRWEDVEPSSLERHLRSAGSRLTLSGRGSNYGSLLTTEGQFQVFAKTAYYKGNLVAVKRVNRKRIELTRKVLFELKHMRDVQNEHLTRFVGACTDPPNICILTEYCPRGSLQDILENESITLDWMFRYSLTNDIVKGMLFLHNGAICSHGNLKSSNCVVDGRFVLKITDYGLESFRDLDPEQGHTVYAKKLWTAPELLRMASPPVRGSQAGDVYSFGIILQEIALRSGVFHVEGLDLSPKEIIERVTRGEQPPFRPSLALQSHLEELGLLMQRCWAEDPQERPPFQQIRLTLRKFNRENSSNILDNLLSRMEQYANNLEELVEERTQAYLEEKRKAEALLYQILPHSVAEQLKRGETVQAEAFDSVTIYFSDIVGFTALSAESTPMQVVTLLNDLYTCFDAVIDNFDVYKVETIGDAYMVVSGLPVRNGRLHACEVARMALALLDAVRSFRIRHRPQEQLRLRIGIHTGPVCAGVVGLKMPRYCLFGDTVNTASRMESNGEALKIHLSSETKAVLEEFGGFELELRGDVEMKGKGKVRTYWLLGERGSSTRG
ADAM10 inh – inhibitors of human ADAM10; O14672; recombinant ADAM10, EDANS/DABCYL FRET peptide cleavage, 3 h; inhibition, % at 7 µM; hit rate 0.62% among 370,000;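 active = inhibition above a per-campaign cutoff equal to the mean of compounds falling between control-based bounds plus 3 SD, cut at about 20% in these data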;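 note: 0% = DMSO wells while the 100% control is not disclosed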
DAX1 inh-2 – blocks DAX1 repression of SF-1 activated StAR promoter. HEK293T StAR-luciferase reporter, SF-1/DAX-1 repression relief. inhibition, % at 6.8 µM. hit rate 1.1% among 370,000. AID 652010;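 active = inhibition above the mean over all tested compounds plus 3 SD, cut at about 3.6% in these data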;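 note: 0% = DAX-1 cells with DMSO and 100% = cells lacking DAX-1 with DMSO; higher inhibition means more luminescence from relief of DAX-1 repression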
GAA850 FXN act – frataxin GAA850 promoter activation; activation, % at 6 µM; hit rate 0.56% among 360,000; HEK293 lucGAA850 FXN promoter luciferase reporter, 24 h; percent of 10 µM SAHA response;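 active = activation above the average of all compounds screened plus 3 SD, cutoff fixed separately per campaign, cut at about 7.5% in these data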;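 note: 0% = DMSO wells and 100% = 10 µM SAHA wells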
* = called active by the depositor; · = no result given.

SMILES	hgDAF-12 ag	hcDAF12 agonist	ssDAF12 agonist	SMARCA2 act	DAX1 inh-1	ADAM17 inh	PG9 binder	GC-A act	ADAM10 inh	DAX1 inh-2	GAA850 FXN act
Cc1ccc(S(=O)(=O)N(C)CCCC(=O)Nc2ccc(C)cc2C)cc1	-2.6	-2.0	-1.8	-5	-0.3	-4	-1.3	-2	-4	-0.5	-0.2
CCOC(=O)N1CCN(CC(=O)Nc2cc3c(cc2C(C)=O)OCO3)CC1	-2.4	-1.4	-1.5	1	3.0	-4	-0.8	3	-21	0.5	0.7
CCOC(=O)c1nc(N)c(C(=O)OCC)[nH]1	0.3	0.8	-1.0	-3	-0.5	-137	-0.9	-2	-401	0.0	0.7
CC(=O)Oc1ccc2c(=O)c(Oc3ccccc3[N+](=O)[O-])coc2c1	-4.4	-1.1	-1.5	-2	-0.4	1	3.8	-2	-6	-0.9	3.0
CC(C)c1ccc(C(=O)COC(=O)C(O)c2ccccc2)cc1 (stereo not given)	5.7	1.8	-0.4	4	0.6	-2	0.8	1	-3	0.3	1.9
CCOC(=O)c1c(NC(=S)Nc2ccccc2)sc2c1CC(C)(C)SC2	-0.1	-0.2	-1.6	1	-0.9	-6	-2.1	-3	-30	-0.8	5.0
CCCCCC(=O)Nc1ccc(C(=O)N/N=C/c2ccc([N+](=O)[O-])cc2)cc1	-1.6	-1.6	-1.2	-1	-0.4	3	-3.2	-2	4	-0.7	2.8
Cc1ccc(/C=N/NC(=O)c2nn(C)cc2Cl)cc1	7.7	0.8	0.0	4	1.5	-3	0.9	0	-2	2.3	5.9
O=C(CSc1nnc(-c2ccco2)n1-c1ccccc1)N1CCOCC1	0.3	-1.6	-1.9	-4	0.3	7	-1.6	0	0	-0.2	-0.7
Cc1ccc(NC(=O)Cc2nc(COC(=O)C(C)NS(=O)(=O)c3ccc(C)cc3)cs2)cc1 (stereo not given)	2.8	1.5	1.0*	-1	0.3	-1	0.7	-3	5	-0.7	1.2
CCNC(=S)N=Nc1c(O)[nH]c2ccc([N+](=O)[O-])cc12	-2.9	-0.6	-0.4	1	0.1	-2	-5.9	-3	3	-0.1	1.7
O=C(O)Cn1nc(-c2ccccc2)c2ccccc2c1=O	-1.9	-0.6	-0.5	-3	0.3	-4	0.0	2	-3	-0.2	-0.9
O=C(NCc1ccc2c(c1)OCO2)c1ccc(=O)[nH]c1	-0.2	0.9	-1.1	1	1.0	-1	-1.9	6	6	0.1	1.3
Cc1cc(C)n(C/C=C/Cn2nc(C)cc2C)n1	-1.5	-1.3	-1.6	-1	0.2	-4	1.7	-12	5	-0.3	-1.9
O=C(NCCCc1ccccc1)c1ccc(Br)o1	4.2	-0.5	-1.6	9.7*	1.4	-1	-1.1	-1	7	0.9	0.5

Single values from the entries so far.
PG9 binder with Cc1cc(C)n(C/C=C/Cn2nc(C)cc2C)n1 → 1.7
ADAM10 inh with CCOC(=O)c1c(NC(=S)Nc2ccccc2)sc2c1CC(C)(C)SC2 → -30
ADAM17 inh with O=C(CSc1nnc(-c2ccco2)n1-c1ccccc1)N1CCOCC1 → 7

Entries of single compounds from above. Values in the order: hgDAF-12 ag, hcDAF12 agonist, ssDAF12 agonist, SMARCA2 act, DAX1 inh-1, ADAM17 inh, PG9 binder, GC-A act, ADAM10 inh, DAX1 inh-2, GAA850 FXN act
CC(C)c1ccc(C(=O)COC(=O)C(O)c2ccccc2)cc1 (stereo not given) is entered as 5.7, 1.8, -0.4, 4, 0.6, -2, 0.8, 1, -3, 0.3, 1.9
O=C(NCc1ccc2c(c1)OCO2)c1ccc(=O)[nH]c1 is entered as -0.2, 0.9, -1.1, 1, 1.0, -1, -1.9, 6, 6, 0.1, 1.3

The list continues:
SMILES	hgDAF-12 ag	hcDAF12 agonist	ssDAF12 agonist	SMARCA2 act	DAX1 inh-1	ADAM17 inh	PG9 binder	GC-A act	ADAM10 inh	DAX1 inh-2	GAA850 FXN act
O=S1(=O)N=C2CCCCCN2C(c2ccc(Br)cc2)N1 (stereo not given)	3.0	1.0	-2.0	-3	-0.7	-10	0.2	6	-30	0.3	0.5
COCCN(C(=O)CCC(=O)Nc1nccs1)C(C(=O)NCCC(C)C)c1ccc(OC)cc1 (stereo not given)	0.5	-0.8	-1.0	2	0.0	0	0.3	-2	-20	-0.1	0.4
Cc1cc(NC2CCCCC2)nc2ccccc12	0.7	1.1	-1.3	-2	-0.3	-44	2.9	-6	-110	-0.8	0.9
COc1ccc(-c2cnc3c(-c4ccc(F)cc4)cnn3c2N)cc1	9.8	5.1	-0.1	6	1.2	-4	-1.1	-40	-13	1.5	6.6
O=C(COc1ccc(-c2nnco2)cc1)Nc1c(Cl)cccc1C(F)(F)F	-4.0	-0.9	-0.5	0	1.2	-2	-2.2	4	-2	1.2	-1.9
COc1ccc(C(=O)N2CC(=O)Nc3ccc(F)cc3C2c2ccccc2)cc1 (stereo not given)	-4.1	0.1	-0.9	0	0.5	0	-1.7	-4	5	0.0	-0.6
C=CCON/C(CCC)=C1\C(=O)C(C(=O)OC)C(C)(C)CC1=NC (stereo not given)	1.1	-1.6	-1.0	-5	0.2	4	-2.8	2	4	0.4	-1.4
Cc1ccc(C)n1-c1ccc(-c2ccnc(N)n2)cc1	5.9	-0.8	-1.2	-1	-0.4	-38	-0.3	-1	-92	-0.7	-0.5
O=S(=O)(c1ccc2ccccc2c1)N1CCN(C(=S)Nc2ccc(F)cc2)CC1	-2.4	-1.3	-1.6	-4	-1.2	6	1.3	-11	4	-0.4	4.1
C[C@H](CO)N1C[C@H](C)[C@@H](CN(C)S(=O)(=O)c2cccs2)Oc2c(NS(=O)(=O)c3cn(C)cn3)cccc2C1=O	1.5	-1.4	-0.9	1	1.2	0	-0.5	-1	0	-0.3	1.2
COc1ccccc1NC(=O)CSc1nnnn1Cc1ccccc1	-3.4	-3.8	-1.3	-4	1.5	0	0.7	0	0	0.3	0.6
N#CC1=C(N)S[C@@H](C(=O)c2ccc(F)cc2)[C@@H]1c1cccs1	-3.3	-1.7	-0.8	-5	-0.8	-3	2.2	4	-6	-1.2	-1.5
Cc1cc(C(=O)NCc2ccccc2Br)no1	1.6	1.8	-1.8	9.4*	-0.7	-1	-0.6	3	6	0.7	0.7
O=C(c1ccccc1)N1CCN(CC(O)COCC2CC=CCC2)CC1 (stereo not given)	-2.4	-0.2	-1.2	0	0.4	-4	-1.6	6	-8	-0.5	1.9
COc1ccccc1NC(=O)O[C@@H]1CC[C@@]23CCCN2C(=O)CCC[C@H]3C1	-0.1	-0.9	-1.0	·	·	-6	·	0	-8	·	·
CN(C)c1ccc(NC(=S)Nc2ccc3c(c2)c(=O)n(C)n3-c2ccc(C(C)(C)C)cc2)cc1	-0.2	-0.8	-1.3	-2	·	-24	-8.3	-6	-75	0.2	0.3
CC1CCN(CCC(=O)Nc2ccc(F)c(F)c2)CC1	-0.1	-0.6	-0.9	-3	3.0	3	1.7	0	3	0.4	1.1
COc1cccc(N(CC(=O)N/N=C(\C)c2cccs2)S(C)(=O)=O)c1	-3.9	-0.2	-1.4	-4	-0.2	4	-0.6	3	2	0.2	1.6
Cc1cc(C)n(CC(O)CN(c2ccccc2)S(=O)(=O)c2ccc3ccccc3c2)n1 (stereo not given)	-1.3	-2.5	-1.2	2	0.4	2	-2.5	-5	1	0.2	-1.8
CCCCCc1cc(=O)oc2c(C(CCN3CCCCC3)c3ccc4c(c3)OCO4)c(OC)cc(OC)c12 (stereo not given)	-1.4	-1.4	-1.5	1	0.2	-2	-3.0	-3	3	0.3	-0.1
Cc1ccnc(NC(=O)c2cc(F)c(F)cc2Cl)n1	0.5	0.3	-0.8	-1	-0.3	4	-0.7	1	6	-0.5	-1.6
COc1cc2c(cc1OC)C(=O)N1[C@H]3c4cc(C)ccc4OC[C@@H]3[C@H](c3ccccc3)[C@]1(C)C(=O)N2	4.0	-0.2	-1.0	5	-1.1	2	-1.5	-2	5	0.8	-5.1
C#CCSc1nnc(CSc2nc3ccccc3s2)n1-c1ccccc1	-2.8	-1.0	-1.1	-4	-0.3	-5	-0.5	-5	1	-0.6	1.5
CC1(C)Cc2c(sc3nc4n(-c5ccccc5)cnn4c(=O)c23)CO1	1.5	2.6	-0.2	-2	0.6	0	-2.8	1	6	0.3	1.2
COc1ccc(Cl)cc1C(=O)NCC(C)C	-1.4	-0.2	-1.1	-5	0.5	-4	-0.1	1	0	-0.7	-0.4
COc1cc2nc3occc3c(OC)c2cc1OC	-0.5	-1.1	-1.5	1	0.6	-9	-0.1	3	-12	0.9	1.9
Cc1cccc(NC(=O)Cn2nnc(C(=O)NCc3ccco3)c2N)c1	-4.1	-1.0	-0.8	-1	-0.7	-10	0.1	0	2	0.1	-0.4
CS(=O)(=O)N(Cc1ccc(Cl)cc1)c1ccc(C(=O)Nc2cccnc2)cc1	-2.9	-0.7	-1.9	-5	-1.6	4	1.2	-8	6	-0.8	1.4
Cc1ccccc1-c1noc(CNC(=O)COc2ccccc2)n1	0.6	-3.0	-1.2	1	0.6	-2	1.5	0	-7	1.2	-0.4
Cc1ccc(CNC(=O)c2cc(C3CC3)nc3c2cnn3C(C)C)cc1	-1.1	-2.1	-1.3	1	0.4	-10	-3.8	40*	-34	-0.2	0.6
O=C(CSc1ncn[nH]1)c1cccc([N+](=O)[O-])c1	-0.6	-1.1	-1.4	0	1.1	-2	-1.1	-1	7	-0.6	2.2
COc1ccc(-c2csc(NC(=O)c3ccc(S(C)(=O)=O)cc3)n2)cc1	8.2	0.1	-1.9	1	-1.9	2	5.3	1	5	-0.5	0.3
Cc1ccc(S(=O)(=O)N2CCN(c3ccccc3)CC2)cc1C(=O)NC1CCCCC1	0.3	-0.2	-1.1	-1	1.6	-6	-0.6	-1	8	-0.4	2.7
COc1ccccc1CCNC(=O)CSc1nnc2ccc(-c3ccncc3)nn12	0.0	-0.2	-1.1	-2	2.4	-8	-0.3	-8	-7	0.3	1.6
CCn1nc(C(=O)OCC(=O)Nc2nc(-c3ccc(OC)cc3)cs2)c2ccccc2c1=O	11*	1.6	0.1	3	3.2	1	-1.1	4	7	1.3	3.3
O=C(CSc1ncnc2nc[nH]c12)c1ccc2ccccc2c1	-0.4	-0.8	-1.1	1	-0.5	-3	0.7	-2	5	-0.9	1.5
CC(=O)C[C@H]1SC[C@@H](C(C)C)N1S(=O)(=O)c1ccc(C)cc1	-0.9	-1.7	-1.1	-4	·	-5	-1.3	-1	-5	0.0	·
NNC(=S)NC1CCS(=O)(=O)C1 (stereo not given)	1.7	-0.7	-1.8	-2	·	-3	-0.6	3	-3	0.0	-0.8
CCC1Oc2ccccc2N(CC(=O)Nc2ccc(OC)cc2OC)C1=O (stereo not given)	2.5	-0.3	-1.3	0	-0.7	-3	-1.7	1	4	-0.9	0.2
COc1ccc2c(c1)CC[C@@H]1[C@@H]2CC[C@]2(C)[C@@H](C(C)=O)C[C@@H]12	-1.5	-0.9	-1.3	0	-0.4	0	-0.6	1	-9	-0.1	1.8
Cc1ccc(S(=O)(=O)Nc2cccc(C(=O)NCCCN3CCOCC3)c2)cc1F	1.6	1.5	-0.4	-2	0.8	-5	0.0	3	-7	0.6	2.5
O=C1N[C@@H](Cc2ccccc2)C(=O)N2[C@H]1C[C@]1(Br)c3ccccc3N(S(=O)(=O)c3ccccc3)[C@H]21	-0.8	-1.1	-0.2	-1	0.1	0	-1.0	-5	1	-0.1	-4.1
